From PubChem
BRCA1 expr act: BRCA1 expression activation. AID 624202. MCF7-BRCA1-FFLuc reporter, luminescence, 48 h; response scale: scaled: vehicle 0%, 10 µM genistein 100%. Potency, µM (series often up to 46.1 µM), inactives show at the highest dose activation, hits mostly activators. hit rate 1.1% among 380,000; also: potency is read from the fitted curve at half-maximal effect; nearly all actives have a fitted effect of over 80% in size; some results filed as inactive show a strong effect at the top dose
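Reporter cells (MCF7, BRCA1 promoter-firefly luciferase) received library compounds across a concentration series for 48 h. End-point luminescence was measured and concentration-effect curves derived after normalization.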
Rab9 promoter act: activates the Rab9 promoter; Potency, µM (highest dose often 9.22 µM), without a hit: at the top dose activation, negative = inhibition, usual class: activators; Huh7 Rab9 promoter-luciferase reporter, luminescence, 24 h; hit rate 2.8% among 320,000; also: potency is read from the fitted curve at half-maximal effect; % of control where 0% means no effect; nearly all actives have a fitted effect of over 60% in size
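Cell-based reporter: Huh7 stable for Rab9 promoter-driven luciferase, plated in reduced-serum medium with 10% FBS at 1500 cells/well, compound-treated 24 h at 37 °C, luminescence read after 10 min reagent.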
NPC1 promoter act: NPC1 promoter activation. Huh7 NPC1 promoter luciferase reporter, 24 h. Potency, µM (doses to about 9.22 µM), for inactives: at the top dose activation, usual class: activators. hit rate 2.4% among 320,000. AID 485313;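 also: potency is read from the fitted curve at half-maximal effect; % of control where 0% means no effect; nearly all actives have a fitted effect of over 60% in size; reporter is driven by a mutant NPC1 promoter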
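In 1536-well qHTS, Huh7 cells harboring an NPC1 promoter–luciferase construct received compound for 24 h; activation was quantified by luminescence following luciferase reagent addition.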
p53 reactivation: re-activators of mutant p53; H1299 p53-A138V BP100-luciferase reporter, luminescence, 24 h; Potency, µM (doses to about 92.2 µM), for the others: at the highest dose activity change, positive = activation, hits mostly activators; hit rate 0.063% among 320,000; AID 504706; also: potency is read from the fitted curve at half-maximal effect; % of control where 0% means no effect; nearly all actives have a fitted effect of over 45% in size
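p53-null H1299 cells stably carrying temperature-sensitive p53-A138V and a BP100-luciferase reporter were pinned with compounds (4-point, 1:5 series) and held 24 hrs at 37 deg C. Luminescence was read 10 min after detection reagent.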
PKM2 act: activators of human pyruvate kinase M2. hit rate 0.34% among 260,000. Potency, µM (highest dose often 57.5 µM), without a hit: at the highest dose activation, hits mostly activators. purified PKM2, Kinase-Glo ATP luminescence, activation; response scale: 0% is enzyme alone, no compound. P14618; also: potency is read from the fitted curve at half-maximal effect; % is scaled to controls: 0 for no effect and ±100 for the full control effect; nearly all actives have a fitted effect of over 55% in size
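Purified hPK-M2 (>95%) run at intermediate activity with 0.1 mM ADP and 0.5 mM PEP in 50 mM imidazole pH 7.2, KCl, MgCl2; 1 h room temperature. ATP formed read by Kinase-Glo luminescence; normalized to uninhibited and no-enzyme controls.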
FLuc counter: inhibits or activates purified firefly luciferase, miR-21 counter-screen; Potency, µM (highest dose often 57.5 µM), without a hit: at the highest dose activity change, negative = inhibition, hits mostly inhibitors; P08659; hit rate 6.9% among 360,000; AID 588342; purified FLuc, Km substrates, luminescence inhibition;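 also: potency is read from the fitted curve at half-maximal effect; plate controls were vehicle for no effect and reference inhibitor for full effect; nearly all actives have a fitted effect of over 55% in size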
Target sequence (P08659 whole entry, looked up): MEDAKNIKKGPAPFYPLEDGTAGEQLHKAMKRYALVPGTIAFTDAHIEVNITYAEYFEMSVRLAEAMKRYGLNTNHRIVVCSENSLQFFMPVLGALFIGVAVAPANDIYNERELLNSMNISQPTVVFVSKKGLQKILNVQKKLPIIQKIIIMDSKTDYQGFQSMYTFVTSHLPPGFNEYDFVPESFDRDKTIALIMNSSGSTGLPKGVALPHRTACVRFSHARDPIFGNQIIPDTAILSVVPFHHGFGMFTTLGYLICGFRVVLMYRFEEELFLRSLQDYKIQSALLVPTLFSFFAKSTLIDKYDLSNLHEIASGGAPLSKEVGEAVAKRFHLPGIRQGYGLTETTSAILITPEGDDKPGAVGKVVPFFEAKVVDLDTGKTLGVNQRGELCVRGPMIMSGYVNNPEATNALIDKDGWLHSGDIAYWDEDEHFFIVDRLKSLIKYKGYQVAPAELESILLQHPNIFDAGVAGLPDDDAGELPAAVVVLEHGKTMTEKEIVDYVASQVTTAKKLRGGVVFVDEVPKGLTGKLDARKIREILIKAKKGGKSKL
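Biochemical qHTS of compounds, final roughly 60 µM downward over six points, against 10 nM purified firefly luciferase using Km concentrations of substrates (10 uM D-luciferin, 10 uM ATP) in Tris acetate pH 7.5 buffer; luminescence output.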
VP16 counter: inhibits Gal4-VP16 luciferase reporter, ROR gamma counter-screen; AID 2546; Drosophila S2 Gal4-VP16 UAS-luciferase, luminescence, 20 h; Potency, µM (titrated, usually from 53.6 µM), without a hit: top-dose activity, negative = inhibition, actives largely listed as inhibitors; hit rate 3.5% among 310,000;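 also: Gal4-VP16 expression switched on by copper sulfate through the metallothionein promoter; potency is read from the fitted curve at half-maximal effect; % is scaled to controls: 0 for no effect and ±100 for the full control effect; nearly all actives have a fitted effect of over 50% in size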
Menin MLL FP TR: displaces Texas Red mutant MLL peptide from human menin; Menin + Texas Red MLL mutant peptide, fluorescence polarization; O00255; Potency, µM (top dose mostly 61.6 µM), inactives show at the top dose FP activity change, negative = inhibition, actives largely listed as inhibitors; hit rate 0.23% among 270,000; active = well fitted inhibition curve with a large enough effect in the polarisation, with a control signal flat, not every such curve was filed as active; inconclusive = small, poorly fitted or top-dose-only effect, or effect the other way, or a change in a side signal; inactive = no such curve, though single readings can be large or run the other way; the % refers to the polarisation; also: potency is read from the fitted curve at half-maximal effect; % of control where 0% means no effect; many of its hits are not listed in these tables
ELG1 genotoxic: induces genotoxicity in HEK293T cells with luciferase-tagged ELG1 | HEK293T ELG1-luciferase reporter, luminescence, 16 h | Potency, µM (doses to about 46 µM), for inactives: top-dose activity change, positive = activation, hits mostly activators | hit rate 1.3% among 330,000; also: potency is read from the fitted curve at half-maximal effect; % of control where 0% means no effect; nearly all actives have a fitted effect of over 60% in size
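Reporter readout depends on ELG1 protein level, which increases with genetic stress. After 16 hr compound exposure at 37 °C, luciferase activity was quantified using ONE-Glo.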
RORg inh: blocks mouse ROR gamma transcriptional activity. P51450. Drosophila S2 Gal4-RORgamma UAS-luciferase reporter, 20 h. hit rate 5.4% among 310,000. Potency, µM (series often up to 53.6 µM), for inactives: at the highest dose activity change, negative = inhibition, actives largely listed as inhibitors; also: potency is read from the fitted curve at half-maximal effect; % is scaled to controls: 0 for no effect and ±100 for the full control effect; nearly all actives have a fitted effect of over 60% in size
Target sequence (P51450 whole entry, looked up, the tested form may be a part): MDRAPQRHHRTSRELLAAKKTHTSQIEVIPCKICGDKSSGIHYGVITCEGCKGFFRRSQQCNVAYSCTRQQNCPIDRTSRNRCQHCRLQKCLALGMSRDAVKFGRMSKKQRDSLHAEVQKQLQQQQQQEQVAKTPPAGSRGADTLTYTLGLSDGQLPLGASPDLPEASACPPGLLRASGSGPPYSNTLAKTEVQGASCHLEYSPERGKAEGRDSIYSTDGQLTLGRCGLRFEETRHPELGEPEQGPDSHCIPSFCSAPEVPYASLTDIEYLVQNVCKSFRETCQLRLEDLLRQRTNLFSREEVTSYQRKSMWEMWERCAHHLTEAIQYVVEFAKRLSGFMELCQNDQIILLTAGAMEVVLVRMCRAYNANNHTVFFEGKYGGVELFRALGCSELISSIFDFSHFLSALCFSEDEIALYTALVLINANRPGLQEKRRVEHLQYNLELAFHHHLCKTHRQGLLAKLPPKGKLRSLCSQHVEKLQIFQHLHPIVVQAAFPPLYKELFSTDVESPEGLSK
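ROR gamma transcriptional activity was tracked as Gal4-UAS luciferase output in stably transfected Drosophila Schneider cells, with compound added 1 hr before 700 uM copper sulfate induction and a 20 hr ambient-temperature incubation.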
Giardia kill: Giardia lamblia killing. Giardia lamblia trophozoite viability. activity change, % at 7.66 µM, hits read low. hit rate 0.15% among 340,000; in the data active = activity change below about -80%; inconclusive = between about -30% and that limit;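 also: parasites exposed to compound for two days anaerobically before the ATP read; % is scaled to controls: 0 for no effect and ±100 for the full control effect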
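Each well holds 100 Giardia trophozoites and compound. After two days (48 hrs) at 37 deg C in anaerobic conditions, ATP is quantified by luminescence.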
* marks the source's active call; other numbers are inactive results; ? = inconclusive; · = not tested or not shown; [ ] = another dose, or the depositor's remark. Unless noted, calls follow the shape of the dose curve; as a rule, active = well fitted curve in the direction sought with a large enough effect; inconclusive = small, poorly fitted or top-dose-only effect, or another doubt; inactive = no such curve, though single readings can be large; an effect the other way counts as inactive or inconclusive. Not all compounds are listed; the hit share may differ from the screen's.

canonical_smiles	BRCA1 expr act	Rab9 promoter act	NPC1 promoter act	p53 reactivation	PKM2 act	FLuc counter	VP16 counter	Menin MLL FP TR	ELG1 genotoxic	RORg inh	Giardia kill
O=[N+]([O-])c1ccc(N2CCN(S(=O)(=O)c3ccccc3[N+](=O)[O-])CC2)cc1N1CCc2ccccc2C1	-8.5%	-3.9%	1.5%	-12.3%	-1.6%	1.7%	-22.7%	10.8%	0.3%	18.8%	-19.0
Cc1ccc(-n2c(O)c(C=NC3CCS(=O)(=O)C3)c3ccccc3c2=O)cc1C (centres undefined)	-5.7%	1.2%	-0.4%	-3.1%	0.8%	0.4%	2.4%	0.8%	4.9%	-24.7%	3.7
Cc1cc(C)nc(N2CCCC(C(=O)Nc3nnc(C)s3)C2)n1 (centres undefined)	2.5%	4.1%	0.1%	7.8%	-1.7%	1.5%	3.6%	-1.9%	-2.8%	10.7%	-5.8
CCOC(=O)c1c(C)[nH]c(C(=O)OCC(=O)Nc2ccc(OCC)cc2)c1C	-2.9%	6.3%	0.6%	0.4%	7.6%	3.2%	0.0%	·	?	?	8.8
CCOC(=O)c1ccc(S(=O)(=O)NCCN2CCOCC2)cc1	1.1%	-1.9%	-7.4%	2.7%	1.9%	-1.0%	0.6%	0.4%	-2.4%	1.5%	-24.0
O=C(NCc1nc2ccccc2[nH]1)C1=C[C@@H](c2ccccc2)C[C@@H](OCc2ccc(CO)cc2)O1	-23.1%	-3.2%	-2.8%	6.1%	1.6%	3.4%	-1.5%	-4.0%	-1.9%	?	0.0
CC(C)OCCCNC(=O)c1ccc(Br)cc1	8.0%[1.84 µM]	27.7%	24.4%	4.6%	-1.7%	?	?	-12.0%	15.2%	8.7%	-1.3
Cc1ccc(-c2nnc(SCC(=O)NNC(=O)COc3ccccc3C)n2C)cc1	-29.8%	-4.7%	-4.1%	4.3%	0.3%	1.3%	-13.5%	4.7%	-0.4%	4.3%[10 µM]	4.6
OC[C@@H](O)C1OC2NC(=S)OC2C1O (some centres undefined)	7.3%	-0.6%	0.4%	-0.3%	-1.8%	4.1%	0.6%	2.7%	-3.6%	-0.3%	-15.5
CCOc1ccc(CC(=O)N2CCC3(CC2)NCCc2[nH]cnc23)cc1	1.2%	-5.4%	0.0%	12.2%	·	2.8%	4.3%	·	0.4%	-6.5%	2.1
CCN1CCc2c(sc(NC(=O)Nc3ccc(Cl)c(Cl)c3)c2C(N)=O)C1	-81.5%	3.1%	-0.5%	2.5%	4.6%	-15.5%	-19.0%	?	4.8%	36.4%	-8.4
CCOC(=O)c1sc(=NC(=O)c2ccc(C)cc2)n(C)c1C	32.9%	?	19.0%	26.8%	-8.3%	?	-18.0%	-22.0%	?	-36.4%	-4.4
COc1ccc(NCc2ccc(OC)c(OC)c2)cc1	·	13.8%	2.8%	15.7%	-0.8%	?	-4.2%	1.9%	8.5%	-26.5%	·
CCCCn1c(-c2ccc(Cl)c(Cl)c2)nc2cc3[nH]c(=O)c(C(C)C)nc3cc21	-46.1%	-2.1%	-4.2%	6.5%	-3.8%	-2.8%	-1.6%	?	4.6%	37.3%	-0.8
COc1cccc(/C=C/C(=O)N(C)CC(=O)Nc2ccc(Cl)c(C(F)(F)F)c2)c1	-45.7%	2.5%	-1.8%	-2.8%	·	-10.5%	·	·	-1.5%	·	20.5
Cc1oc(C)c2c(=O)ccc3c(c12)OC(N)=C(C#N)C3c1ccccc1 (centres undefined)	-28.2%	-4.2%	-2.6%	-6.6%	2.9%	0.0%	?	-0.2%	-1.5%	2.3%	0.4
O=C(NC1CCCCCC1)c1ccc(OCC2CCCO2)cc1 (centres undefined)	-3.8%	2µM*	?	-0.8%	-25.5%	12µM*	-6.6%	-11.8%	?	-18.4%	14.7
O=C(c1ccc([N+](=O)[O-])cc1)N1CCN(Cc2ccccc2)CC1	-30.8%	-2.9%	0.0%	-4.9%	2.4%	4.4%	-13.6%	-11.1%	2.3%	107.4%	2.6
CCOC(=O)C1CCN(Cc2ccc(OC)cc2OC)CC1	-0.3%	-6.9%	-1.2%	-2.5%	-7.9%	0.9%	-2.7%	-2.5%	-2.9%	-21.3%	-19.5
O=C(Nc1ccccc1Oc1cccnc1)C1CCCN(Cc2cccc(Cl)c2)C1 (centres undefined)	-1.4%	1.6%	0.1%	-10.0%	·	3.4%	3.9%	-4.0%	-7.9%	3.2%	-20.7
CCN1CCc2c(OCC(=O)N3CCCc4ccccc43)cccc2C1=O	-14.5%	0.4%	-5.3%	-2.3%	-3.1%	-4.2%	4.3%	-12.1%	-5.1%	4.6%	-6.1
Cc1ccc(C)c(NS(=O)(=O)c2cc(C(=O)NCCC3=CCCCC3)ccc2C)c1	-24.9%	-5.3%	-1.4%	-3.7%	0.9%	-1.3%	-14.3%	19.3%	-8.8%	-25.6%	-2.6
CCOc1ccccc1C(=O)NCC(=O)OCC(=O)NCCc1ccc(S(N)(=O)=O)cc1	-6.4%	3.6%	1.5%	-2.8%	-0.2%	-1.7%	-5.6%	0.9%	0.0%	10.1%	-0.1
Cc1cc(O)c(NC(=O)c2ccc(C)c([N+](=O)[O-])c2)cc1C	63.1%	2.82µM*	?	0.4%	-7.2%	-14.8%	7.6%	?	?	?	-8.3
c1ccc(-c2oc3ncnc(NCCN4CCOCC4)c3c2-c2ccccc2)cc1	-52.6%	-5.5%	2.4%	-25.3%	-12.8%	-28.4%	-3.8%	26.7%	-25.5%	-8.9%	4.6
CN1C(=O)c2ccc(NC(=O)c3cccc(N4C(=O)CCC4=O)c3)cc2C1=O	3.2%	-3.6%	-2.1%	-5.7%	-0.2%	-19.8%	-12.6%	?	-2.4%	0.2%	5.4
O=C(CN1C(=O)C2C3CCC(C3)C2C1=O)NCc1ccco1 (centres undefined)	-6.3%	-3.8%	-5.6%	1.4%	-3.4%	-0.1%	-3.0%	16.9%	-0.5%	0.7%	4.7
COc1cc(CN2CCC(n3nccc3NC(=O)CCCc3ccccc3)CC2)ccc1O	0.0%	-0.4%	-0.7%	-2.5%	5.4%[0.46 µM]	2.7%	7.7%	-7.4%	-2.7%	24.6%	28.9
CC(C)C[C@H](NC(=O)N1CCn2c1nc1ccccc12)C(=O)N[C@H](Cc1ccccc1)C(=O)O	-9.0%	-1.6%	1.5%	·	0.3%	5.1%	-1.6%	10.4%	5.7%	6.2%	-20.6
CC(CCc1ccccc1)NC(=O)CSc1nc(N)cc(N)n1 (centres undefined)	6.6%	-1.9%	0.9%	18.8%	0.1%	3.0%	-1.2%	19.6%	0.1%	19.3%	-20.9
O=[N+]([O-])c1cccc(-c2nnc(C3CC3)o2)c1	-23.7%	-4.6%	0.8%	4.5%	-12.1%	0.6%	-16.7%	·	1.7%	14.1%	?
Cc1ccccc1C(=O)O/N=C(\N)Cc1cccs1	8.91µM*	?	?	?	-24.4%	12µM*	?	-10.9%	?	7.94µM*	-17.4
O=C(c1cccc(-c2nnc(-c3ccccc3)o2)c1)N1CCCCCC1	40.2%	?	?	28.1%	-2.2%	16.9µM*	3.9%	?	?	-12.1%	-6.2
COc1cc(NC(=O)N2CCOCC2)cc(OC)c1	1.2%	-4.1%	0.1%	0.8%	-3.1%	3.5%	-4.4%	2.7%	-1.3%	13.3%	15.3
N#Cc1cccc(NC(=O)CCC2CCCC2)c1	6.7%	-6.6%	-4.1%	?	4.8%	-20.3%	10.9%	4.3%	16.5%	21.3%	-2.9
COc1ccccc1-n1nnnc1SCC(=O)NC1CCCC1	-2.7%	1.6%	-2.9%	-0.9%	2.0%	-1.4%	15.6%	-10.1%	-1.5%	20.7%	6.7
COc1cccc(/C=N/Nc2cc(N3CCOCC3)ncn2)c1O	-21.3%	-35.8%[inhibitor]	-31.2%[inhibitor]	-27.3%	-0.1%	8.49µM*	11.2µM*	-9.4%	?	11.2µM*	4.9
Cn1nc(C(=O)N2CCC(C(N)=O)CC2)c2c1-c1ccccc1SC2	14.0%	4.7%	-5.0%	·	-0.3%	5.0%	2.6%	-1.1%	6.7%	14.2%	13.8
COC(=O)c1cccnc1N1CCN(c2ccccc2F)CC1	-6.6%	-2.1%	-3.6%	4.7%	9.8%	0.7%	?	24.1%	-0.3%	-19.0%	15.1
